Bioassay records deposited in PubChem BioAssay by Johns Hopkins Ion Channel Center.
KCNQ1 act = potentiators or activators of human KCNQ1 potassium channel | P51787 | CHO-K1 KCNQ1, thallium flux FluxOR fluorescence; active compounds read high | B-score at 10 µM | 310,000 compounds, 0.35% hits;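 active = fluorescence ratio B-score, a plate-corrected score, at least three library SD, with initial intensity B-score within 5 SD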
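Assay system: CHO-K1 cells stably expressing KCNQ1. Medium: assay buffer for compound exposure, DMSO matched across wells. Timing: 37 °C overnight plating, 90-min dark dye load, 20-min compound pretreatment. Signal: kinetic FluxOR fluorescence, 10 s baseline plus 110 s post-stimulus.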
TMEM16A act = activators or potentiators of mouse TMEM16A chloride channel; Q8BHY3; HEK293 TMEM16A/YFP-H148Q/I152L, iodide quench fluorescence; active compounds read low; B-score at 10 µM; 340,000 compounds, 0.3% hits;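 active = fluorescence-ratio B-score plate-corrected deviation score at least 3 library SD below zero, with starting fluorescence score within 5 deviations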;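 also: channel opened by trigger with iodide after compound preincubation; score built on the fluorescence ratio of max minus min over baseline; more negative score means more quench and so TMEM16A activation or potentiation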
MrgX1 agonist = activates human MrgX1 receptor signaling; Q96LB2; MrgX1-HEK293 cells, Fluo-4 calcium fluorescence, agonist mode; active compounds read high; B-score at 10 µM; 310,000 compounds, 0.44% hits; AID 588627;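 active = calcium response B-score plate-corrected fluorescence ratio at least 3 library SD, with starting fluorescence B-score inside 5 SD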
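Material: HEK293 cells stably expressing human MrgX1 receptor | Quantity: 15,000 cells per well | Times: Cells plated overnight, dye loaded 0.5 h 37 °C, 0.5 h room temperature | Measured by: Kinetic Fluo-4 NW fluorescence of intracellular calcium | Control set: Positive and negative controls per plate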
RGS4 act = potentiators or activators of RGS4 | HEK293 M3R/inducible RGS4, carbachol calcium flux Fluo4; active compounds read low | B-score at 10 µM | 310,000 compounds, 0.92% hits | AID 463111;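 active = B-score of the integrated calcium signal more than 4 SD below the library mean, with starting fluorescence not abnormally high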;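 also: negative B-score means reduced calcium response which marks RGS4 activation or potentiation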
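Material: M3R-expressing HEK293 line, RGS4 induced by doxycycline | Schedule: Overnight RGS4 induction, 30 min dye load 37 °C, 20 min compound RT | Measured by: Fluo4 fluorescence kinetic imaging of calcium | Read-out: Integrated calcium ratio converted to B score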
KCNK9 inh = blocks the human KCNK9 two-pore domain potassium channel. B-score at 10 µM. 310,000 compounds, 1.2% hits. HEK293 KCNK9, FluxOR thallium flux fluorescence; active compounds read low. AID 488922. Q9NPC2;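 active = ratio B-score over 3 SD below the library mean, with starting fluorescence within 5 SD of its mean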;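 also: negative B-score means less thallium flux so channel inhibition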
MrgX1 PAM = human MrgX1 positive allosteric modulation, primary screen. Q96LB2. MrgX1-HEK293, Fluo-4 calcium flux, FDSS; active compounds read high. B-score at 10 µM. 310,000 compounds, 0.63% hits;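 active = plate-corrected calcium response at least 3 library SD above typical, normal starting fluorescence, not activating the receptor alone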;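 also: compound read alongside a low EC10 to EC30 dose of BAM8-22 agonist; peak minus trough fluorescence over baseline measured at the second addition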
RGS4 block = human RGS4 inhibition | B-score at 10 µM | HEK293 M3R/RGS4 inducible, Fluo-4 calcium flux; active compounds read high; triggered by carbachol at its EC20 | 310,000 compounds, 0.45% hits | AID 463165;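 active = B-score, a plate-corrected calcium signal, over three deviations above library mean, with baseline fluorescence within five deviations of library mean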;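 also: RGS4 expression induced by doxycycline in cells with stable M3 receptor; B-score is computed from the integrated fluorescence ratio over baseline after carbachol; higher B-score means a larger calcium signal and so more RGS4 inhibition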
KCNQ1 inh = blocks the human KCNQ1 potassium channel. P51787. CHO-K1 KCNQ1, FluxOR thallium flux fluorescence; active compounds read high. B-score at 10 µM. 310,000 compounds, 1.3% hits. AID 2642;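 active = compounds whose thallium flux B-score, printed positive for inhibition, exceeds three library SD while starting fluorescence stays within three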;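 also: channel opened by potassium depolarization with thallium stimulus after 20 min compound exposure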
KCNK3 inh = human KCNK3 channel inhibition, primary screen. CHO-KCNK3 thallium flux, FluxOR fluorescence; active compounds read low. O14649. AID 602410. 340,000 compounds, 0.84% hits. B-score at 10 µM;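 active = B-score under library mean minus 4 SD, starting fluorescence ratio at most library mean plus 5 SD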;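 also: more negative B-score means stronger inhibition of thallium flux through KCNK3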
hERG rescue = compounds protecting human hERG from proarrhythmic drug block | Q12809 | AID 1511 | activation (rescue from dofetilide block), less the hit threshold, % at 10 µM | 310,000 compounds, 0.51% hits | CHO-hERG, FluxOR thallium flux, dofetilide IC70 present;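 active = activation above the mean of controls blocked by dofetilide plus 5 SD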;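 also: thallium influx through hERG after potassium depolarization seen as dye fluorescence rise; in these data hits start at about 4.7%; inactives centre near -7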
Target sequence (Q12809 whole entry, looked up): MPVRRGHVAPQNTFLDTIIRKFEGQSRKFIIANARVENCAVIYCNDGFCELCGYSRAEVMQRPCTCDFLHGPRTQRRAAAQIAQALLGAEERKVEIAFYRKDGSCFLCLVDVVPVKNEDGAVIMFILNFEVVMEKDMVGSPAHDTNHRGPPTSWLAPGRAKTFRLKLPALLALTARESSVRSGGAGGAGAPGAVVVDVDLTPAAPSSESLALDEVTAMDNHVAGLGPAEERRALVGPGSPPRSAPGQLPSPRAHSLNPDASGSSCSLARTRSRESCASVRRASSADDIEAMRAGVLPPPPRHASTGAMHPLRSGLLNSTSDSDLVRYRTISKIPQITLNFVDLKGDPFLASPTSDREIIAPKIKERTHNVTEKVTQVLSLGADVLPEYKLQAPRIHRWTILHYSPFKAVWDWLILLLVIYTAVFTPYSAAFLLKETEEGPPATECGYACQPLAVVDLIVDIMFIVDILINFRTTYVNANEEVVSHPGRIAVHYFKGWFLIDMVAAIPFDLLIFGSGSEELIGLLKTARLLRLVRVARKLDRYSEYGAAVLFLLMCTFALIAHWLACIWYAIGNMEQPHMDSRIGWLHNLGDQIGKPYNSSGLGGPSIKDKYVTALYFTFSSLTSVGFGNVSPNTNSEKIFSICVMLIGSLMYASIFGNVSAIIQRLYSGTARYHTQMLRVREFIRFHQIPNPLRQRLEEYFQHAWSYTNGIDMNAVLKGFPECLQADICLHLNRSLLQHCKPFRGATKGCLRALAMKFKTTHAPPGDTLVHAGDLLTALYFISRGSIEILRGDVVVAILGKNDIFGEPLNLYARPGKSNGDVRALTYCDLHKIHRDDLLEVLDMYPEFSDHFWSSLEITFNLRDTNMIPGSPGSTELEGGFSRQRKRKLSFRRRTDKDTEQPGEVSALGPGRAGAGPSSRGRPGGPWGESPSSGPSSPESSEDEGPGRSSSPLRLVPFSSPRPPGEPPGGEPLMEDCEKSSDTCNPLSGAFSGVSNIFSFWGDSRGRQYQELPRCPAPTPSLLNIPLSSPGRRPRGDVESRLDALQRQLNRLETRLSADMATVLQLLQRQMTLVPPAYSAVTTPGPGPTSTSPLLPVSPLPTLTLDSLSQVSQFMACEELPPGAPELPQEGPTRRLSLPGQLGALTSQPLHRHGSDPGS
TMEM16A inh = blocks the mouse calcium-activated chloride channel TMEM16A; HEK293 TMEM16A/YFP iodide influx fluorescence, ionomycin; 310,000 compounds, 1.2% hits; Q8BHY3; normalized B-score (activity score, 25-100; higher = stronger inhibition) at 10 µM;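 active = ratio plate-corrected score three or more library SD toward inhibition, starting fluorescence score within five deviations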;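 also: score derived from kinetic fluorescence span divided by baseline fluorescence per well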
Numbers without * were called inactive; i = inactive; / = no result given.

Molecule	RGS4 act	TMEM16A inh	MrgX1 PAM	KCNQ1 act	MrgX1 agonist	KCNQ1 inh	KCNK9 inh	RGS4 block	KCNK3 inh	hERG rescue	TMEM16A act
FCCN(CCF)c1cccc(Cl)c1	i	i	i	i	i	i	i	i	/	-9.1	/
Cc1cccc(-n2c(O)c(/C=C3/C(c4ccccc4)=Nc4ccccc43)c(=O)[nH]c2=O)c1	i	i	i	i	47.1*	i	i	i	i	-16.0	i
CCN(CC)P(=S)(c1c(C)nc2ccccn12)c1c(C)nc2ccccn12	i	i	i	i	i	i	i	i	i	-8.1	i
CC(C)Oc1cccc(NC(=O)c2cccn(Cc3ccc4c(c3)OC(F)(F)O4)c2=O)c1	i	i	i	i	i	7*	-7.94*	i	i	-14.3	i
O=C(O)C1C2CC3CC(C2)CC1(n1ncc(N2CCC4(CC2)OCCO4)c(Cl)c1=O)C3 (centres undefined)	i	i	i	i	i	i	i	i	i	-9.1	i
COc1c(C)cc(C(=O)C2CCCN(Cc3cccc(C)n3)C2)cc1C (centres undefined)	i	i	i	i	i	i	i	i	i	-10.5	i
COc1ccc(CCN(C)Cc2ccncc2)cc1OC	i	i	i	i	i	i	i	i	i	-3.9	i
CN(C)CC1CCCCC1=O (centres undefined)	i	i	i	i	i	i	i	i	i	-8.8	i
COc1ccc(-n2c(-c3ccccc3[N+](=O)[O-])nc3ccccc3c2=O)cc1	i	i	i	i	i	i	i	i	i	-8.2	i
COCc1c(CN)cnc(C)c1N	i	i	i	i	i	i	i	i	i	-12.3	/
C#C[C@@]1(O)CCC2C3CCC4=C/C(=N/OCC(=O)NC(CCC(N)=O)C(=O)O)CC[C@]4(C)C3CC[C@@]21C (some centres undefined)	i	i	i	i	i	i	i	i	i	-0.5	i
CCN(CC)C(=O)Cn1cc(C=C2C(=O)N(C)C(=O)N(C)C2=O)c2ccccc21	i	i	i	i	i	i	i	i	i	-7.8	i
OCCOCC#CCN1CCOCC1	i	i	i	i	i	i	i	i	i	-6.5	i
COCCNP(=O)(c1ccccc1)c1nc2ccccc2s1 (centres undefined)	i	i	i	i	i	i	i	i	/	-4.9	/
O=C1OC(c2ccc(Br)cc2)=N/C1=C\N1CC2CC(C1)c1cccc(=O)n1C2 (centres undefined)	i	i	i	i	i	i	i	i	i	-15.4	i
Cc1cccc(-n2c(CN3C(=O)c4ccccc4C3=O)nc3ccccc3c2=O)n1	/	i	i	/	i	/	/	/	i	/	i
C=C1C[C@]2(O)[C@@]3(C)CCC(=O)C(C)(C)C3=C(O)C(=O)[C@@]2(C)[C@@H]2C(=O)O[C@@](C)(C(=O)OC)C(=O)[C@@]12C	i	i	i	i	i	i	i	i	i	-7.0	i
CCOc1cc(/C=C2\C(=O)NC(=O)N(C)C2=O)cc([N+](=O)[O-])c1O	i	i	i	i	i	i	i	i	i	-5.4	i
c1ccc(CCNCc2cccs2)cc1	i	i	i	i	i	i	i	i	i	-10.5	i
COc1ccc(N=C(C)c2c(O)[nH]c(=O)[nH]c2=O)cc1	i	i	i	i	i	i	i	i	i	-6.9	i
CCOC(=O)N(CC)c1ccc(C(O)(C(=O)OC)C(F)(F)F)cc1 (centres undefined)	i	i	i	i	i	i	i	i	i	-2.5	i
CC(=O)O[C@H]1CC[C@@]2(C)C(=CC[C@@H]3[C@@H]2CC[C@]2(C)C(=O)CC[C@@H]32)C1	/	i	i	/	i	/	/	/	i	/	i
Cc1ccsc1C(=O)C1CCCN(Cc2ccc(-n3cccn3)cc2)C1 (centres undefined)	i	i	i	i	i	i	i	i	i	-17.1	i
NNc1n[nH]c(=S)n1N	i	i	i	i	i	i	i	i	i	-10.0	i
CSc1ncc(CN2CCCC(C(=O)c3cccc(Cl)c3)C2)cn1 (centres undefined)	i	i	i	i	i	i	i	i	i	-1.8	i
Cc1ccc(-c2nc3ccccc3c(=O)n2-n2cccc2)cc1	i	i	i	i	i	i	i	i	i	2.6	i
O=C1NC(=O)N(Cc2ccco2)C(=O)/C1=C\c1cccn1CCOc1ccc(Cl)cc1	i	i	i	i	i	i	i	i	i	-2.5	i
O=C(CN1CCCCC1)c1ccc(OC(F)F)cc1	i	i	i	i	i	i	i	i	i	-8.8	i
O=C1C2CCCC1C(N1CCCCC1)CC2 (centres undefined)	i	i	i	i	i	i	i	i	i	-3.7	i
Nc1ccc(Cl)cc1C(=O)c1ccccc1	i	i	i	i	i	i	i	i	i	-2.9	i
COCCN1C(=O)/C(=C/c2c(OC)cc(OC)cc2OC)C(=O)N(c2ccccc2)C1=O	i	i	i	i	i	i	i	i	i	-8.5	i
CC/C(=N\Nc1ccccc1)c1c(O)n(-c2ccccc2)c(=O)[nH]c1=O	i	i	i	i	i	i	i	i	i	-10.4	i
OC12CCCCC1C(c1ccccc1)NCC2 (centres undefined)	i	i	i	i	i	i	i	i	i	-0.9	i
CCOC(=O)C(O)(c1ccc(NC(=O)NC2CCCCC2)cc1)C(F)(F)F (centres undefined)	i	i	i	i	i	i	i	i	i	-12.2	i
O=c1[nH]c(=O)n(Cc2ccco2)c(O)c1C=NCc1ccc2c(c1)OCO2	i	i	i	i	i	i	i	i	i	-9.6	i
COc1ccc(NC(=O)N2C[C@@H]3C[C@@H](C2)c2cccc(=O)n2C3)c(OC)c1	i	i	i	i	i	i	i	i	i	-3.6	i
CC1(C)C[C@H]2C=C(C=O)[C@]3(C=O)C[C@]3(C)[C@H]2C1	i	100*	i	21*	31.6*	i	i	i	i	-20.6	i
O=c1[nH]c(=S)n(-c2ccccc2)c(O)c1/C=N/N1CCCCC1c1cccnc1 (centres undefined)	i	i	i	i	i	i	i	i	i	-7.1	i
CN1CCC(O)(c2ccccc2)C(C(=O)c2ccccc2)C1 (centres undefined)	i	i	i	i	i	i	i	i	i	-8.7	i
CCC(=O)N1CC(=O)Nc2ccc(Cl)cc2C1c1ccc(F)cc1 (centres undefined)	i	i	i	i	i	i	i	i	i	-2.7	i
O=P1(NCc2ccco2)COc2ccccc2OC1	i	i	i	i	i	i	i	i	i	-5.7	i
COc1cccc2cc(-c3cc(=O)oc4ccc(OC(=O)N(C)C)cc34)oc12	i	i	i	i	i	i	i	i	i	-6.7	i
NC1=NC(c2cccnc2)n2c(nc3ccccc32)N1 (centres undefined)	i	i	i	i	i	i	i	i	/	-6.3	/
CCc1ccc(-n2c(O)c(/C=N/N3CCCCC3c3cccnc3)c(=O)[nH]c2=O)cc1 (centres undefined)	i	i	i	i	i	i	i	i	i	-9.7	i
O=C(N/N=C/c1c(O)n(C2CC2)c(=S)[nH]c1=O)c1ccccc1	i	i	i	i	i	i	i	i	i	-18.5	i
CN(C)C(=O)Oc1ccc2nnc3ccnn3c2c1	i	i	i	i	i	i	i	i	i	-9.1	i
COc1cc2c(cc1/C=C/[N+](=O)[O-])OCO2	i	/	/	i	/	i	i	11.6*	i	-13.9	i
COc1cccc2c1O[C@H]1C(=O)CC[C@H]3CN(C)CCC231 (some centres undefined)	i	i	i	i	i	i	i	i	i	-5.8	i
COP(=O)(OC)C(NC(C)=O)C(Cl)(Cl)Cl (centres undefined)	i	i	i	i	i	i	i	i	i	-0.4	i
Cc1ccc(NC(=S)NCCc2cnc[nH]2)cc1C	i	i	i	i	i	i	i	i	i	-13.8	i
Cc1ccc2ccccc2c1NC(=O)CNC1CCCCC1	i	i	i	i	i	i	i	i	i	-6.3	i
CCCCOC(=O)c1ccc(NC(=O)c2c(O)[nH]c(=O)[nH]c2=O)cc1	i	i	i	i	i	i	i	i	i	-7.7	i
CC(=O)N1CCN(c2ccc([N+](=O)[O-])cc2C=C2C(=O)NC(=O)NC2=O)CC1	i	i	i	i	i	i	i	i	i	-4.2	i
COc1ccccc1N1CCN(Cc2ccc(Br)s2)CC1	i	i	i	i	i	i	i	i	i	-6.1	i
COC(=O)C1=Nc2ccccc2/C1=C\c1c(O)n(-c2cc(OC)ccc2OC)c(=O)[nH]c1=O	i	i	i	i	i	i	i	i	i	-6.4	i
COc1ccc(OCC(=O)N2CCN(C(C)C)CC2)cc1	i	i	i	i	i	i	i	i	i	-3.3	i

Remaining list, next part.
Molecule	RGS4 act	TMEM16A inh	MrgX1 PAM	KCNQ1 act	MrgX1 agonist	KCNQ1 inh	KCNK9 inh	RGS4 block	KCNK3 inh	hERG rescue	TMEM16A act
CCN1CCN(C(=O)COc2ccc(S(=O)(=O)N(C)Cc3ccccc3)cc2)CC1	i	i	i	i	i	i	i	i	i	-6.0	i
CC(C)CC(NC(=O)CCCNC(=O)CCC(=O)OC1O[C@H]2OC3(C)CC[C@H]4[C@H](C)CCC(C1C)C24OO3)C(=O)O (some centres undefined)	i	i	i	i	i	i	i	i	i	-6.4	i
CC[n+]1c(/C=C/N(C)c2ccccc2)sc2ccc(Cl)cc21	-9.53*	i	i	i	i	6*	i	i	i	-22.9	i
CN1CCN(c2ccc(N)c(N3CCN(C)CC3)c2)CC1	i	i	i	i	i	i	i	i	i	-1.3	i
Cc1cc(OCC(=O)NC2CCS(=O)(=O)C2)c2c3c(c(=O)oc2c1)CCC3 (centres undefined)	i	i	i	i	i	i	i	i	i	-16.7	i
CN(C)P(=O)(NC(=O)c1cccn1C)N(C)C	i	i	i	i	i	i	i	i	i	-5.0	i
CC1(C)CC(=O)C2=C(C1)NC(=O)C21C(C(=O)OC(C)(C)C)=C(N)Oc2ccc(Br)cc21 (centres undefined)	i	i	i	i	i	i	i	i	i	-6.7	i
COC(=O)C(O)(c1ccc(NC(=S)NC(=O)c2ccccc2)cc1)C(F)(F)F (centres undefined)	i	i	i	i	i	i	-9.65*	i	i	-6.9	i

An excerpt. The share of hits here may be higher or lower than overall.
